High-throughput results from PubChem BioAssay.
IMP-1 inh – blocks Pseudomonas aeruginosa IMP-1 metallo-beta-lactamase; purified IMP-1, nitrocefin hydrolysis, epi-absorbance fluorescence; inhibition, % at 5.6 µM; 290,000 tested, 0.45% active; AID 1556;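 active = inhibition above the mean plus 3 SD of all compounds in the same screening run, cut at about 4.5% in these data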;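 note: 0% = IMP-1 with DMSO and 100% = DMSO wells lacking enzyme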
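System: purified IMP-1; amount: IMP-1 0.2 nM before substrate addition; compound: single dose, 5.6 µM; times: 25 °C, 15 min preincubation, 25 min reaction; signal: Epi-absorbance via hydrolysed-nitrocefin quenching of white-plate fluorescence, 480/530 nm, EDTA stop; benchmarks: DMSO with and without IMP-1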
VIM-2 inh – inhibitors of Pseudomonas aeruginosa VIM-2 metallo-beta-lactamase | purified VIM-2, nitrocefin hydrolysis, epi-absorbance fluorescence | inhibition, % at 5.6 µM | 290,000 tested, 0.89% active | AID 1527;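 active = inhibition above the mean of all tested compounds plus 3 SD, cutoff set per screening run, cut at about 7.5% in these data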;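 note: red hydrolysis product quenches plate fluorescence so inhibitors raise well fluorescence; 0% = enzyme with DMSO and 100% = DMSO without enzyme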
HCV NS3 hel inh – HCV NS3 helicase inhibition. NS3 helicase DNA unwinding, Cy5 molecular beacon fluorescence. 290,000 tested, 0.56% active. inhibition, % at 10.9 µM;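 active = inhibition above the mean of all tested compounds plus 3 SD, set per campaign, cut at about 35% in these data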;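 note: 0% = DMSO wells and 100% = thioflavine S control wells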
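System: NS3 helicase fragment of HCV / Schedule: 1 h at 25 °C / Control set: DMSO alone as 0% and 110 µM thioflavine S as 100% / Reagent: Cy5/quencher beacon DNA duplex and ATP to start / Technique: Cy5 fluorescence / Replication: singlicate / Evaluation: % inhibition of end-to-start signal ratio versus controls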
GalR3 antagonist – human GalR3 antagonism | O60755 | HEK293 GalR3-CNG cAMP membrane potential fluorescence; galR3 body fused to GalR1 C-terminus | inhibition, % at 3 µM | 360,000 tested, 0.44% active;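 active = inhibition above the screen-wide average plus 3 SD, cut at about 13% in these data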;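 note: forskolin and galanin both at EC90 stimulate the cells; cAMP rise reported by CNG channel membrane potential dye signal; 0% = forskolin plus galanin with DMSO and 100% = forskolin alone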
Target sequence (O60755 1-299 limits assumed): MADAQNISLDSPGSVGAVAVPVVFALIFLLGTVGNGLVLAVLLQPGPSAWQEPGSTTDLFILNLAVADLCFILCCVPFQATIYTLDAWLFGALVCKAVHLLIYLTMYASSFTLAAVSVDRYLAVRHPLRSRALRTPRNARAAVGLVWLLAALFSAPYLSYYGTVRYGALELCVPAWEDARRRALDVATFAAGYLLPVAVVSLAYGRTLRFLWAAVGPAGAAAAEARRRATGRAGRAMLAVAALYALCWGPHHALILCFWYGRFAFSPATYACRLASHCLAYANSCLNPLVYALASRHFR
IDE act – boosts human insulin-degrading enzyme activity in HEK cells. P14735. FAbeta-B cleavage, fluorescence polarization; 0% vehicle, 100% cell-free pure enzyme wells. activation, % at 5.96 µM. 340,000 tested, 0.073% active;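 active = activation above the mean of all tested compounds plus 3 SD, set per screening campaign, cut at about 17% in these data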
IDE cell inh – cellular human IDE inhibition; P14735; HEK cells, FAbetaB cleavage, fluorescence polarization; inhibition, % at 5.59 µM; 320,000 tested, 0.41% active;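 active = percent inhibition above the average of all tested compounds plus 3 SD, set per screening campaign, cut at about 16% in these data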;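 note: IDE supplied by intact live HEK cells; FP after avidin binding of uncleaved biotin substrate so inhibition keeps polarization high; 0% = DMSO wells and 100% = 60 µM reference IDE inhibitor Ii1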
UBC9 SUMO inh – SUMOylation inhibition | P63279 | HTRF SUMOylation assay, SAE1/SAE2 + UBC9, in vitro | inhibition, % at 35 µM | 290,000 tested, 0.36% active; in the data active = inhibition above about 50%, passing the limit was not always enough; note: strong numbers were not always called active
Target sequence (P63279 whole entry, looked up): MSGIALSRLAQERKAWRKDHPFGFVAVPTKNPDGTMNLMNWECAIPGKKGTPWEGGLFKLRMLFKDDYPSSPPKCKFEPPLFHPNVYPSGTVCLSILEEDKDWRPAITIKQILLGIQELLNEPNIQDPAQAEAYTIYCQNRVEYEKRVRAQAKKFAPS
p-CIP stab down – compounds decreasing mouse p/CIP protein stability | F442A p/CIP-EGFP cells, EGFP fluorescence, 16 h | decrease of EGFP signal, % at 10 µM | AID 1984 | 290,000 tested, 0.01% active | Q05BA5;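 active = EGFP signal decrease of at least 30% at 10 µM or well 3 SD below plate mean, unless failing retest; inactive = the rest, including hits failing retest or dose response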; note: some compounds called inactive have numbers as strong as hits; many of its hits are not listed in these tables
CRFR2-BP antag – antagonists of CRF-binding protein/CRF-R2 receptor complex; HEK293 CRF-R2/CRF-BP, CRF-induced calcium fluorescence; 350,000 tested, 0.59% active; inhibition, % at 11.8 µM;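 active = inhibition of the ligand-induced calcium signal above about 50% at the single tested concentration, limit read from the data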
The depositor's hits bear a star.

How did CCCN(CC1COc2ccccc2O1)C(=S)Nc1ccc(C)cc1 (stereo unspecified) do in these assays?
IMP-1 inh: -4.7; VIM-2 inh: -1.8; HCV NS3 hel inh: -1; GalR3 antagonist: -1; IDE act: -2; IDE cell inh: -3; UBC9 SUMO inh: -3; p-CIP stab down: 3; CRFR2-BP antag: 47

How did CCN(CC(=O)Nc1ccc(NC(C)=O)cc1)C(=O)Cc1ccc(Cl)c(Cl)c1 do in these assays?
IMP-1 inh: -1.7; VIM-2 inh: -4.5; HCV NS3 hel inh: 18; GalR3 antagonist: -7; IDE act: 0; UBC9 SUMO inh: 4; p-CIP stab down: 1; CRFR2-BP antag: -9

How did CCc1ccc(Nc2nc(C)cc(C)c2C(N)=O)cc1 do in these assays?
IMP-1 inh: -4.9; VIM-2 inh: -1.1; HCV NS3 hel inh: 6; GalR3 antagonist: -8; IDE act: 6; IDE cell inh: -1; UBC9 SUMO inh: -8; p-CIP stab down: 4; CRFR2-BP antag: 2

Results for Cc1ccc(CN2CCN(Cc3cn[nH]c3-c3cccc(F)c3)CC2CCO)o1 (stereo unspecified) ?
IMP-1 inh: -0.6; VIM-2 inh: -1.5; HCV NS3 hel inh: 7; GalR3 antagonist: 2; IDE act: 5; IDE cell inh: 2; UBC9 SUMO inh: 8; p-CIP stab down: 2; CRFR2-BP antag: -6

How did COc1ccc(NC(=O)C(c2ccc(OC)cc2)N(Cc2ccco2)C(=O)CC2NC(=O)NC2=O)cc1 (stereo unspecified) do in these assays?
IMP-1 inh: -4.0; VIM-2 inh: -2.5; HCV NS3 hel inh: -11; GalR3 antagonist: -1; IDE act: 2; IDE cell inh: 3; UBC9 SUMO inh: 26; p-CIP stab down: 2; CRFR2-BP antag: 9

What do the screens show for `CC(C)CN(C(=O)CN1CCN(S(=O)(=O)c2ccc3ccccc3c2)CC1)c1c(N)n(CC(C)C)c(=O)[nH]c1=O`?
IMP-1 inh: -1.6; VIM-2 inh: -3.3; HCV NS3 hel inh: 2; GalR3 antagonist: 18*; IDE act: 6; IDE cell inh: 2; UBC9 SUMO inh: 8; p-CIP stab down: -12; CRFR2-BP antag: 9

What do the screens show for `COc1ccccc1C(=O)OCC(=O)Nc1ccccc1OC(F)F`?
IMP-1 inh: -1.4; VIM-2 inh: -2.7; HCV NS3 hel inh: -1; GalR3 antagonist: 4; IDE act: 9; IDE cell inh: 1; UBC9 SUMO inh: 11; p-CIP stab down: -2; CRFR2-BP antag: 25

What do the screens show for `COc1ccc(-n2c(O)c(C=Nc3ccccc3)c3ccccc3c2=O)cc1`?
IMP-1 inh: -2.9; VIM-2 inh: -2.3; HCV NS3 hel inh: 9; GalR3 antagonist: -3; IDE act: 2; IDE cell inh: 2; UBC9 SUMO inh: 8; p-CIP stab down: 0; CRFR2-BP antag: -6

What do the screens show for `CCSc1nnc(NC(=O)CSc2nnc(Cc3cccn3C)n2-c2ccc(F)cc2)s1`?
IMP-1 inh: 2.2; VIM-2 inh: -2.3; HCV NS3 hel inh: 29; GalR3 antagonist: -8; IDE act: 0; UBC9 SUMO inh: 19; p-CIP stab down: -10; CRFR2-BP antag: -3

How did Cc1cnccc1CNC(=O)C1CCC(=O)N(Cc2ccc(Cl)cc2)C1 (stereo unspecified) do in these assays?
IMP-1 inh: -0.1; VIM-2 inh: -4.1; HCV NS3 hel inh: 3; GalR3 antagonist: -8; IDE act: 3; IDE cell inh: 2; UBC9 SUMO inh: -6; p-CIP stab down: 4; CRFR2-BP antag: 16

Retrieved by compound from the list above (three):
How did CCc1ccc(Nc2nc(C)cc(C)c2C(N)=O)cc1 do in these assays?
IMP-1 inh: -4.9; VIM-2 inh: -1.1; HCV NS3 hel inh: 6; GalR3 antagonist: -8; IDE act: 6; IDE cell inh: -1; UBC9 SUMO inh: -8; p-CIP stab down: 4; CRFR2-BP antag: 2

How did CCN(CC(=O)Nc1ccc(NC(C)=O)cc1)C(=O)Cc1ccc(Cl)c(Cl)c1 do in these assays?
IMP-1 inh: -1.7; VIM-2 inh: -4.5; HCV NS3 hel inh: 18; GalR3 antagonist: -7; IDE act: 0; UBC9 SUMO inh: 4; p-CIP stab down: 1; CRFR2-BP antag: -9

How did Cc1cnccc1CNC(=O)C1CCC(=O)N(Cc2ccc(Cl)cc2)C1 (stereo unspecified) do in these assays?
IMP-1 inh: -0.1; VIM-2 inh: -4.1; HCV NS3 hel inh: 3; GalR3 antagonist: -8; IDE act: 3; IDE cell inh: 2; UBC9 SUMO inh: -6; p-CIP stab down: 4; CRFR2-BP antag: 16

(further entries)
How did COc1ccc(Cl)cc1N(C)C(=O)CCc1nc(-c2ccc(C)cc2)no1 do in these assays?
IMP-1 inh: -2.3; VIM-2 inh: -5.8; HCV NS3 hel inh: -15; GalR3 antagonist: -3; IDE act: 1; IDE cell inh: -1; UBC9 SUMO inh: 0; p-CIP stab down: 0; CRFR2-BP antag: 1

What do the screens show for `O=C(Nc1cc([N+](=O)[O-])ccc1F)c1cccs1`?
IMP-1 inh: 1.1; VIM-2 inh: -4.7; HCV NS3 hel inh: -4; GalR3 antagonist: 0; IDE act: -1; IDE cell inh: 0; UBC9 SUMO inh: -3; p-CIP stab down: 1; CRFR2-BP antag: 11

How did Cc1ccccc1NC(=S)NC(NC(=O)c1ccco1)C(Cl)(Cl)Cl (stereo unspecified) do in these assays?
IMP-1 inh: -2.9; VIM-2 inh: -4.2; HCV NS3 hel inh: -10; GalR3 antagonist: 3; IDE act: 5; IDE cell inh: 4; UBC9 SUMO inh: 4; p-CIP stab down: -5; CRFR2-BP antag: 1

How did Nc1ccccc1Nc1nc2ccccc2[nH]1 do in these assays?
IMP-1 inh: -3.1; VIM-2 inh: -4.0; HCV NS3 hel inh: 11; GalR3 antagonist: -10; IDE act: -1; IDE cell inh: -1; UBC9 SUMO inh: 7; p-CIP stab down: -15; CRFR2-BP antag: -4

What do the screens show for `Cc1ccc(O)c(NC(=S)NC(=O)c2ccc(-c3ccc(Cl)cc3)o2)c1`?
IMP-1 inh: -1.2; VIM-2 inh: -0.6; HCV NS3 hel inh: -11; GalR3 antagonist: 2; IDE act: -1; IDE cell inh: 0; CRFR2-BP antag: -8

How did O=C(COC(=O)COc1cccc2ccccc12)NCC(F)(F)F do in these assays?
IMP-1 inh: -1.1; VIM-2 inh: -4.5; HCV NS3 hel inh: -6; GalR3 antagonist: 5; IDE act: 2; IDE cell inh: 0; UBC9 SUMO inh: 2; p-CIP stab down: -8; CRFR2-BP antag: 21

What do the screens show for `Cc1cc(=O)oc2cc(OC(C(=O)O)c3ccccc3)ccc12` (stereo unspecified)?
IMP-1 inh: -0.9; VIM-2 inh: -0.6; HCV NS3 hel inh: -7; GalR3 antagonist: -8; IDE act: 0; IDE cell inh: -2; UBC9 SUMO inh: 8; p-CIP stab down: 7; CRFR2-BP antag: -9

What do the screens show for `COc1cc(/C=C/C(=O)O)cc(S(=O)(=O)NNC(=O)c2cc(C)oc2C)c1OC`?
GalR3 antagonist: -5; IDE act: 5; IDE cell inh: -2; CRFR2-BP antag: -15

Results for O=C(CN(CC1CCCO1)C(=O)CCC(=O)Nc1ccccn1)NCc1ccccc1 (stereo unspecified) ?
IMP-1 inh: 0.4; VIM-2 inh: -2.0; HCV NS3 hel inh: -5; GalR3 antagonist: -1; IDE act: -1; IDE cell inh: 2; UBC9 SUMO inh: 3; p-CIP stab down: 0; CRFR2-BP antag: 10

How did CCc1ccc(CN(C(=O)c2cccs2)C2CCS(=O)(=O)C2)cc1 (stereo unspecified) do in these assays?
IMP-1 inh: -1.4; VIM-2 inh: -0.5; HCV NS3 hel inh: -1; GalR3 antagonist: -10; IDE act: -1; IDE cell inh: -1; UBC9 SUMO inh: -3; p-CIP stab down: -1; CRFR2-BP antag: 2

How did Cc1ccc(-n2nnnc2Sc2nc([N+](=O)[O-])nn2C)c(C)c1 do in these assays?
IMP-1 inh: -3.6; VIM-2 inh: -4.2; HCV NS3 hel inh: 3; GalR3 antagonist: -6; IDE act: 10; IDE cell inh: 5; CRFR2-BP antag: 8

How did CN(C)c1cccc(C(=O)N2CCCC(C(=O)c3cc(F)ccc3F)C2)c1 (stereo unspecified) do in these assays?
IMP-1 inh: -1.1; VIM-2 inh: -1.5; HCV NS3 hel inh: 1; GalR3 antagonist: -4; IDE act: -2; IDE cell inh: -1; UBC9 SUMO inh: -1; p-CIP stab down: -4; CRFR2-BP antag: -6

Results for Cc1nsc2nc3c(F)c(F)c(F)c(F)c3cc12 ?
IMP-1 inh: -3.2; VIM-2 inh: 0.1; HCV NS3 hel inh: 1; GalR3 antagonist: -2; IDE act: 1; IDE cell inh: 2; UBC9 SUMO inh: 14; p-CIP stab down: 2; CRFR2-BP antag: 19

What do the screens show for `COc1ccc(C(=O)N/C(=C\c2ccco2)C(=O)NCCN2CCOCC2)cc1`?
IMP-1 inh: -4.5; VIM-2 inh: -1.5; HCV NS3 hel inh: 4; IDE act: 0; IDE cell inh: 2; UBC9 SUMO inh: 7; p-CIP stab down: -12; CRFR2-BP antag: 10

How did CC(=O)Nc1ccc(NC(=O)CSc2nnc3ccc(-c4cccnc4)nn23)cc1 do in these assays?
GalR3 antagonist: -5; IDE act: 0; IDE cell inh: 5; CRFR2-BP antag: -1

What do the screens show for `Cc1ccc(NC(=O)c2ccc(F)c(S(=O)(=O)N3CCOCC3)c2)cc1F`?
IMP-1 inh: -1.0; VIM-2 inh: -2.5; HCV NS3 hel inh: -6; GalR3 antagonist: -9; IDE act: 2; IDE cell inh: 1; UBC9 SUMO inh: 12; p-CIP stab down: -1; CRFR2-BP antag: -30

What do the screens show for `CCCCOc1ccc(C(=O)N2CC(C)OC(C)C2)cc1` (stereo unspecified)?
IMP-1 inh: -0.2; VIM-2 inh: -5.5; HCV NS3 hel inh: 3; GalR3 antagonist: -9; IDE act: 5; IDE cell inh: 1; UBC9 SUMO inh: -13; p-CIP stab down: -10; CRFR2-BP antag: -15

What do the screens show for `Cc1cccc(C)c1NC(=O)CSc1nnc(-c2ccoc2C)n1C`?
IMP-1 inh: -4.0; VIM-2 inh: -2.2; HCV NS3 hel inh: -1; GalR3 antagonist: -4; IDE act: 0; IDE cell inh: 2; UBC9 SUMO inh: 1; p-CIP stab down: 11; CRFR2-BP antag: 0

How did Cn1c(N)c(C(=O)COC(=O)c2ccc(-c3ccccc3)cc2)c(=O)n(C)c1=O do in these assays?
GalR3 antagonist: 7; IDE act: -8; IDE cell inh: 7; CRFR2-BP antag: 1

How did COc1cc(C=Nc2cccc([N+](=O)[O-])c2C)ccc1OC(C)=O do in these assays?
IMP-1 inh: -2.8; VIM-2 inh: -3.0; HCV NS3 hel inh: -4; GalR3 antagonist: -4; IDE act: -3; IDE cell inh: 2; UBC9 SUMO inh: -7; p-CIP stab down: 6; CRFR2-BP antag: -27

What do the screens show for `CC(C)(C)SCCNC(=O)/C=C/c1ccc([N+](=O)[O-])cc1`?
IMP-1 inh: -4.8; VIM-2 inh: -4.5; HCV NS3 hel inh: 4; GalR3 antagonist: -3; IDE act: -1; IDE cell inh: 0; UBC9 SUMO inh: -6; p-CIP stab down: 3; CRFR2-BP antag: 12
